Assay outcomes deposited in PubChem by Icahn School of Medicine at Mount Sinai.
RBX1-CUL1 inh: blocks human RBX1-Cullin-1 di-ubiquitin formation | P62877+Q13616 | in vitro K48 di-Ub FRET, acceptor:donor ratio, 45 min | inhibition, % at 10 µM | 140,000 tested, 0.6% active; in the data active = inhibition above about 25%
Target sequence (P62877 whole entry, looked up): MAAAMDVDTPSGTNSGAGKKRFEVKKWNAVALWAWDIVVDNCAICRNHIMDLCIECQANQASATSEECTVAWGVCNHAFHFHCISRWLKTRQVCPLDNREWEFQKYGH
Target sequence (Q13616 whole entry, looked up): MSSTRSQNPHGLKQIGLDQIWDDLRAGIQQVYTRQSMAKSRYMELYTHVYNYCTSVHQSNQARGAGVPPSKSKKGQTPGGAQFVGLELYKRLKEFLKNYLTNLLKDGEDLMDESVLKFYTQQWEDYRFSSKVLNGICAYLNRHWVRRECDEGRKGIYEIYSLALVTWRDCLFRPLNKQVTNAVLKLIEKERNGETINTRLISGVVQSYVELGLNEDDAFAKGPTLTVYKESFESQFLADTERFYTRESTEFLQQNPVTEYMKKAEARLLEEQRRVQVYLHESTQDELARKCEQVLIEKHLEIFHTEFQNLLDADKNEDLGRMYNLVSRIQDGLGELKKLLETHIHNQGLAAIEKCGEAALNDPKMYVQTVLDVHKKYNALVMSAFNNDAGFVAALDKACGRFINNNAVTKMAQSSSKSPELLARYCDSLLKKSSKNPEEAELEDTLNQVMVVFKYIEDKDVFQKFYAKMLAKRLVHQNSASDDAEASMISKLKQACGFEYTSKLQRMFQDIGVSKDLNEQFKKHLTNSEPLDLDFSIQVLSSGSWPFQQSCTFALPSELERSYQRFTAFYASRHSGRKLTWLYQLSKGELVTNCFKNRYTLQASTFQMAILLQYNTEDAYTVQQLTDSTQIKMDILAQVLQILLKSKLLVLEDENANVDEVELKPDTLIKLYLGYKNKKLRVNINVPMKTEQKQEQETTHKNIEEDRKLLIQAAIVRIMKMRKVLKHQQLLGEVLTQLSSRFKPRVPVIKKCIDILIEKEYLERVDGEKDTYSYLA
Numbers without * were called inactive. A portion of the library. The share of hits here may be higher or lower than overall.

SMILES	RBX1-CUL1 inh
O=C1C(=O)N(CC2CCCO2)C(c2ccccc2)C1C(=O)c1ccc2c(c1)OCCO2 (stereo unspecified)	8
CCN(CC)c1cc(NC2CCCCC2)c2c3c(onc13)-c1ccccc1C2=O	0
Cn1nc(C(=O)N2CCN(c3ccccc3)CC2)c2c1-c1ccccc1S(=O)(=O)C2	6
COc1ccccc1Cc1nc2ccccc2nc1SCC(=O)Nc1cc(Cl)ccc1OC	-6
O=C(NC1CC(=O)N(c2ccccc2)C1)c1ccco1 (stereo unspecified)	8
COc1ccc(Cl)cc1NC(=O)CSc1nc(C)cc(C)c1C#N	-6
c1ccc2c(c1)CSc1ccccc1C2N1CCNCC1 (stereo unspecified)	-1
CCOC(=O)c1sc(NC(=O)CSc2nc(-c3cccs3)cc(C(F)(F)F)c2C#N)c(C#N)c1C	-2
CC(C)(C)c1ccc(CSc2nc3c(c(=O)[nH]2)CCCC3)cc1	-1
Cn1c(=O)c2c(nc(Oc3ccccc3Cl)n2Cc2c(F)cccc2Cl)n(C)c1=O	-6
COCCOc1ccc(C(=O)Nc2ccc(F)cc2)cc1	-7
COc1cccc(-n2nnc(-c3nc(-c4cccs4)no3)c2N)c1	4
CCOC(=O)c1cc2ccc3ccccc3c2s1	0
CC12CC=CCC1C(=O)N(c1ccc(Br)cc1)C2=O (stereo unspecified)	2
CCC(CO)C(=O)c1ccc(OCc2ccccc2)cc1O (stereo unspecified)	0
CN1C(=O)C2C(=NC(=O)N2Cc2ccc(Cl)cc2Cl)N(C)C1=O (stereo unspecified)	13
O=C(CSc1cn(CCNC(=O)c2ccccc2F)c2ccccc12)Nc1ccccc1F	-6
O=C(Cc1ccccc1)Nc1nc(=O)c2ccccc2s1	-1
CCOC(=O)c1c(NC(=O)COc2ccc(C)cc2C(C)(C)C)sc2c1CCC(C)C2 (stereo unspecified)	3
CC(=O)Nc1ccc(NC(=O)CSc2nc3ccccc3nc2N2CCC(C)CC2)cc1	-12
COc1cccc(C(=O)OCc2ccc(OC(=O)c3cccc(OC)c3)c(OC)c2)c1	0
CCOC(=O)c1ccc(N2C(=O)C3C(C2=O)C2(c4ccc(Cl)cc4)C(=O)C3(c3ccc(Cl)cc3)C(c3ccccc3)=C2c2ccccc2)cc1 (stereo unspecified)	0
Cc1ccsc1/C=C/c1ccc2cccc(O)c2n1	-4
CCCC(C)NC(=O)c1ccccc1C (stereo unspecified)	7
COc1ccc(CCNc2nc3c(-c4cccc(C)c4)nnn3c3ccccc23)cc1OC	-4
Cc1c(Cl)ccc2c1NC(=O)C2(c1c(C)n(C)c2ccccc12)c1c(C)n(C)c2ccccc12	-4
Clc1cc(Cl)c2c(c1)SNC(c1ccccc1)=N2	1
O=[N+]([O-])c1cccc2nnccc12	-6
COc1ccc(CSc2nnc(COc3ccc(C)c(C)c3)n2-c2ccccc2)cc1	-6
COC(=O)c1ccc(Oc2nc(-c3ccccc3Cl)nc3ccccc23)cc1	-3
COCC(=O)N1CCCC1C(=O)Nc1ccc(-c2cc3ccccc3[nH]2)cc1 (stereo unspecified)	3
CC(=O)c1c(C)oc2c1cc(NS(=O)(=O)c1ccc(C(C)(C)C)cc1)c1ccccc12	-2
O=[N+]([O-])c1ccccc1/C=N/Nc1nc(NCc2ccccc2)nc(N2CCOCC2)n1	-6
CCc1ccc2occ(CC(=O)Nc3c(C(=O)c4ccccc4)oc4ccccc34)c2c1	-2
Cc1cc(C)c(-c2noc(C(=O)OC(C)(C)C)c2C(=O)OC(C)(C)C)c(C)c1	-13
CCN1CCCC1CNCc1ccc(C(C)C)cc1 (stereo unspecified)	13
O=C(CN1C(=O)S/C(=C\c2ccco2)C1=O)c1ccc(Br)cc1	-1
Cc1ccc2nc(-c3ccccc3O)c(Nc3ccccc3C)n2c1	1
Cc1ccccc1CN1CCC(CNC(=O)c2c(C)oc3ncnc(N4CCCCC4)c23)CC1	-1
O=C(c1cnc(N2CCCCC2)c2ccccc12)N1CCN(c2ccc(F)cc2)CC1	-3
CC(NC(=O)c1ccc(Br)cc1)C1COc2ccccc2O1 (stereo unspecified)	-1
CCCn1nnnc1NCc1ccc2c(c1)OCO2	-2
CCN1CCN(C2(C(=O)NCCN3CCCCC3)Cc3ccccc3C2)CC1	1
Cn1c(C(=O)NCc2ccccc2F)cc2oc3ccccc3c21	8
NCCNC1Cc2cc(Cl)ccc2Sc2ccccc21 (stereo unspecified)	7

Random excerpt: seven compounds from above.
SMILES	RBX1-CUL1 inh
NCCNC1Cc2cc(Cl)ccc2Sc2ccccc21 (stereo unspecified)	7
O=[N+]([O-])c1ccccc1/C=N/Nc1nc(NCc2ccccc2)nc(N2CCOCC2)n1	-6
CCN1CCCC1CNCc1ccc(C(C)C)cc1 (stereo unspecified)	13
COCC(=O)N1CCCC1C(=O)Nc1ccc(-c2cc3ccccc3[nH]2)cc1 (stereo unspecified)	3
O=C(c1cnc(N2CCCCC2)c2ccccc12)N1CCN(c2ccc(F)cc2)CC1	-3
Cc1cc(C)c(-c2noc(C(=O)OC(C)(C)C)c2C(=O)OC(C)(C)C)c(C)c1	-13
Cn1c(C(=O)NCc2ccccc2F)cc2oc3ccccc3c21	8

(next part)
SMILES	RBX1-CUL1 inh
CC(C)C(NC(=O)c1ccccc1)C(=O)N/N=C/c1ccc(Br)cc1 (stereo unspecified)	4
COc1cc(/C=C2\SC(=O)N(c3ccc(Cl)cc3)C2=O)c(Br)cc1OCC(=O)O	41*
CC1=NC2=C(C(=O)c3ccccc32)C(c2ccc(F)cc2)C1C#N (stereo unspecified)	11
CC(=O)Nc1ccc2nc(SCCOc3ccccc3Cl)sc2c1	-9
O=C1c2cccc3c(Nc4ccc(Cl)cc4)c([N+](=O)[O-])cc(c23)C(=O)N1c1ccc(C23CC4CC(CC(C4)C2)C3)cc1	-6
O=C(CSc1nc2c(cnn2-c2ccc(F)cc2)c(=O)[nH]1)Nc1ccccc1C(F)(F)F	3
C=CCn1c(SCc2csc(C)n2)nc2sc3c(c2c1=O)CCCCC3	1
Cc1ccc(-c2n[nH]c3c2C(c2ccccc2Cl)N(c2ccc(C(=O)O)cc2)C3=O)cc1 (stereo unspecified)	-1
CCOc1cc(CNn2c(C)n[nH]c2=S)cc(Br)c1OCC(=O)NC1CCCCC1	8
CN(C(=O)CC(NC(=O)c1ccccc1)(c1ccccc1)c1ccccc1)c1ccccc1	-13
O=C1S/C(=C/c2ccccc2Cl)C(=O)N1Cc1c(F)cccc1Cl	5
COc1ccccc1CN1CCC(CN(CC(C)C)C(=O)C2CCN(C(C)=O)CC2)CC1	-3
Cc1ccc(NC(=O)c2c(NC(=O)C(C)(C)C)sc3c2CCCCC3)cc1	-10
CCOC(=O)c1ccc(-c2ccc(/C=C(\C#N)c3nc4ccc(C)cc4[nH]3)o2)cc1	5
Cc1ccc(-n2c(SCc3ccccc3F)nc3[nH]ncc3c2=O)cc1Cl	9

3 entries from above, with each value named:
smiles: Cc1ccc(NC(=O)c2c(NC(=O)C(C)(C)C)sc3c2CCCCC3)cc1
  RBX1-CUL1 inh: -10

smiles: CN1C(=O)C2C(=NC(=O)N2Cc2ccc(Cl)cc2Cl)N(C)C1=O (stereo unspecified)
  RBX1-CUL1 inh: 13

smiles: CCOC(=O)c1ccc(N2C(=O)C3C(C2=O)C2(c4ccc(Cl)cc4)C(=O)C3(c3ccc(Cl)cc3)C(c3ccccc3)=C2c2ccccc2)cc1 (stereo unspecified)
  RBX1-CUL1 inh: 0

(list continues)
SMILES	RBX1-CUL1 inh
O=C(COCc1cc(-c2ccc(F)cc2)on1)Nc1cc(Cl)cc(Cl)c1	-10
COCCN(Cc1ccco1)C(=O)c1cc2c(=O)[nH]c3ccc(C)cc3c2s1	0
COc1ccc(Nc2nnc(-n3nc(C)cc3C)c3ccccc23)cc1	-6
CCCCC(=O)Nc1ccc(S(=O)(=O)N2CCCCC2C)cc1 (stereo unspecified)	1
CCCn1ncc(-c2ccnc(NCc3ccc4c(c3)OCO4)n2)c1C	-1
CN(C(=O)c1cccs1)C(Cc1ccccc1F)C1CCN(Cc2ccc3nsnc3c2)CC1 (stereo unspecified)	9
CCC(=O)N1CCc2cc(CNC(=O)Nc3ccc(OC)cc3OC)ccc21	3
Cc1cccc(C(=O)NC2=NC(c3ccc(Cl)cc3)CC(=O)N2)c1 (stereo unspecified)	2
Cc1nc2ccccc2cc1C(=O)N/N=C/c1ccc([N+](=O)[O-])cc1	-1
Cc1ccc(S(=O)(=O)N2C(=O)CCC2C(=O)NCCC23CC4CC(CC(C4)C2)C3)cc1 (stereo unspecified)	11
Cc1cc(C)cc(NS(=O)(=O)c2ccc3c(c2)C(=O)C(C(=O)N2CCCC2)C=N3)c1 (stereo unspecified)	11
CCCc1c(C(=O)NC(C)C)nnn1-c1ccc(OC)cc1	11
CCN(C(=O)Cn1cc(C(=O)c2ccc(F)cc2)c(=O)c2ccc(C)nc21)c1cccc(C)c1	3
COc1ccc(CNC(=O)CSc2ncc(S(=O)(=O)c3ccc(Br)cc3)c(=O)[nH]2)cc1	1
O=S(=O)(c1ccc2c3c(cccc13)CC2)N1CCSC1	-1
Cc1nc(-c2ccc(S(=O)(=O)N3CCN(c4ccc(F)cc4)CC3)cc2)co1	0
CCCCc1nn2c(=O)cc(COC(=O)c3ccco3)nc2s1	-5
CC1CCC(Nc2ncnc3onc(-c4ccc(F)cc4)c23)CC1 (stereo unspecified)	6
COc1ccc(CC2=NC(=S)N(CC3CCCO3)C2=O)c(OC)c1C (stereo unspecified)	-6
O=C(c1coc(Cn2cnc3ccccc32)n1)N1CCCC(OCc2cccnc2)C1 (stereo unspecified)	2
Cc1ccc(S(=O)(=O)N2C(=O)C(C)(C)SC2=Nc2ccccc2)cc1	-3
CCOC(=O)c1c(-c2ccc(C(C)C)cc2)csc1NC(=O)C(F)(F)F	4
CCN1CCCCC1C(=O)N1CCOc2ccc(CN3CCC(OCc4ccccc4)CC3)cc2C1 (stereo unspecified)	2
Cc1ncc2c(c1-c1noc(C3CCCN(Cc4ccco4)C3)n1)CCNC2 (stereo unspecified)	4
Cc1ccc(CCNCC2(c3cccc(F)c3)CCOC2)o1 (stereo unspecified)	-3
O=C(Nc1ccc(Cl)cc1)c1ccc(CN2CCCCC2)cc1	5
CC(=O)Nc1ccc(/C=C/c2nc(-c3ccccc3O)n(-c3ccccc3)n2)cc1	13
CSc1ccccc1OCc1cc(C(=O)N2C[C@@H](C)O[C@@H](C)C2)no1	8
O=C(c1cccc2ccccc12)C1CCCN(Cc2ccc3nonc3c2)C1 (stereo unspecified)	3
COC(=O)c1cccc(NC(=O)c2snnc2C)c1	12

Next part (4 carried over from the part before).
SMILES	RBX1-CUL1 inh
CC(=O)Nc1ccc(/C=C/c2nc(-c3ccccc3O)n(-c3ccccc3)n2)cc1	13
CSc1ccccc1OCc1cc(C(=O)N2C[C@@H](C)O[C@@H](C)C2)no1	8
O=C(c1cccc2ccccc12)C1CCCN(Cc2ccc3nonc3c2)C1 (stereo unspecified)	3
COC(=O)c1cccc(NC(=O)c2snnc2C)c1	12
CCCc1c(C(=O)NC2CCCC2)nnn1-c1ccc(C)cc1	0
CCn1nccc1NC(=O)Cn1cc(-c2ncccc2C(=O)N2CCCC2)cn1	-3
CCOC(=O)c1ccc(NC(=S)N2CCCC(C)C2)cc1 (stereo unspecified)	1
Cc1nc2sc3c(c2c(=O)n1/N=C/c1ccccc1O)CCCC3	0
Cc1ccc2c(C(=O)N3CCCC(C#N)C3)cc(-c3cnn(C)c3)nc2c1C (stereo unspecified)	1
Cc1nc(Oc2ccc3c(C)cc(=O)oc3c2)c2cc(-c3ccccc3)sc2n1	-8
Cc1cc(C)c(NC(=O)CCc2c(C)nc3c(c(C)nn3C(C)(C)C)c2C)c(C)c1	1
COc1cc(NC(=O)CSc2ncc(S(=O)(=O)c3ccc(Br)cc3)c(=O)[nH]2)cc(OC)c1	0
CCN(CC)CCCNC(=O)Cc1ccc(NC(=O)N2CCCCc3ccccc32)cc1	0
COc1cccc(CNc2ccc([N+](=O)[O-])cc2C)c1OC	6
CCOc1ccc(CN2CCNC(=O)C2CC(=O)NCc2cnn(CC)c2)cc1 (stereo unspecified)	-2
Brc1ccc(-c2cn3c4ccccc4nc3n2CCN2CCCC2)cc1	-2
CCOc1cc(C#N)c(NC(=O)c2cccc(S(=O)(=O)N3CCOCC3)c2)cc1OCC	1
CC(C)c1[nH]nc2c1C1(C(=O)N(C)c3ccccc31)C(C#N)C(=N)O2 (stereo unspecified)	-2
CCCc1cc(=O)oc2c3c(ccc12)OCN(Cc1ccccc1OC)C3	-10

Laid out differently: three of the compounds above
SMILES,RBX1-CUL1 inh
CC(C)C(NC(=O)c1ccccc1)C(=O)N/N=C/c1ccc(Br)cc1 (stereo unspecified),4
CCOC(=O)c1cc2ccc3ccccc3c2s1,0
CCN(CC)c1cc(NC2CCCCC2)c2c3c(onc13)-c1ccccc1C2=O,0

Further records follow.
SMILES	RBX1-CUL1 inh
CCOC(=O)c1cnc(Nc2ccc(F)cc2)nc1C	-1
CCCOc1ccccc1NC(N)=Nc1nc(C)cc(C)n1	-3
COc1cc(S(=O)(=O)N2CC(C)OC(C)C2)c(C)cc1Br (stereo unspecified)	-9
COCC(=O)Nc1cccc(NC(=O)COC)n1	2
COc1ccc(Cc2nn3c(-c4ccc(C(F)(F)F)cc4)nnc3s2)cc1OC	-1
O=[N+]([O-])c1ccc(Cl)c(/C=N/Nc2ccccc2[N+](=O)[O-])c1	4
O=C1CSC2(C(=O)N(Cc3c(F)cccc3Cl)c3ccccc32)N1c1ccc(F)c(F)c1 (stereo unspecified)	-3
CCCSc1nnc2c(n1)OC(CC)N(C(C)=O)c1ccccc1-2 (stereo unspecified)	2
COc1cccc(NC(=O)/C=C/c2cn(C)nc2C)c1	2
c1ccc(-c2ccc(CNCC3CCNCC3)o2)cc1	3
O=C(COC(=O)c1cc(C(=O)OCC(=O)c2ccccc2)c2ccccc2n1)c1ccccc1	18
Cc1cnc(C)c(Sc2ccc(F)cc2)n1	1
COc1ccc(C2C3=C(CCCC3=O)N(c3ccccc3C(F)(F)F)C(=N)C2C#N)cc1COc1ccc2ccccc2c1 (stereo unspecified)	10
